mcGAS inh – inhibitors of mouse cGAS. Q8C6L5. recombinant cGAS, Kinase-Glo ATP depletion luminescence. inhibition, % at 12.5 µM. actives 0.15% (n = 160,000);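 note: 0% = negative control wells and 100% = reference inhibitor with no enzyme activity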
NPYLR7 ag – mosquito NPYLR7 agonism | HEK293T NPYLR7/Galpha15, GCaMP6s calcium fluorescence | activation, % at 10 µM | actives 0.15% (n = 270,000) | AID 1259423; in the data active = activation above about 40%;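 note: 0% = vehicle and 100% = reference agonist at the receptor; some compounds past the cut are filed as inactive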
hcGAS inh – blocks human cGAS activity. recombinant h-cGAS, ATP depletion, Kinase-Glo luminescence. inhibition, % at 12.5 µM. Q8N884. actives 0.081% (n = 290,000);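 note: 0% = vehicle reaction and 100% = reaction without DNA for no activity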
Target sequence (Q8N884 whole entry, looked up): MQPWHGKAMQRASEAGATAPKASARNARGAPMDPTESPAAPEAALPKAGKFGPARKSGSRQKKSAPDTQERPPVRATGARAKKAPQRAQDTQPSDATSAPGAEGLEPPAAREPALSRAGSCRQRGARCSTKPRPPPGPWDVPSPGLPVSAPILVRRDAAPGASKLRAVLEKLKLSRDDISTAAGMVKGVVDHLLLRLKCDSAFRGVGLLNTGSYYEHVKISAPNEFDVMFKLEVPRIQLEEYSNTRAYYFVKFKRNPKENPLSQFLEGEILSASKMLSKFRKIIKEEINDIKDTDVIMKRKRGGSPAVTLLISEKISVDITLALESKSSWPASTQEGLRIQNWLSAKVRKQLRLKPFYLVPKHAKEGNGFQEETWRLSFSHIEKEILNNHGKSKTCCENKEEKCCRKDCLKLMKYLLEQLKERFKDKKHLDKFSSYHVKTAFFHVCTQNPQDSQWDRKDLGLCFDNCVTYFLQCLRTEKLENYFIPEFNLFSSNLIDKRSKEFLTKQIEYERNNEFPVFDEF
An asterisk follows results filed as active; · = no result given; & = joins results of further samples. Cut-off read from the data, not from the text of the source, unless noted: active = inhibition above about 40%; inactive = the rest.

SMILES	mcGAS inh	NPYLR7 ag	hcGAS inh
CCc1ccc(S(=O)(=O)Nc2cc(-c3ccccc3)nn2C2CCS(=O)(=O)C2)cc1 (configuration not stated)	0.6	-0.9	1.8
O=C(NCCOc1ccccc1)N1CCN(S(=O)(=O)c2cc(F)ccc2F)CC1	-7.2	13.1	-11.7
CCOC(=O)[C@H]1C[C@]2(CCCCN(CCO)C2=O)N(C(=O)c2cc(C)oc2C)[C@H]1c1ccco1	-6.4	4.5	-1.5
CC1CCCC(C)N1CC(O)Cn1cc(/C=N\O)c2ccccc21 (configuration not stated)	-7.7	8.3	-7.9
CCN1CCC[C@@H]1Cn1ccnc1-c1ccc(OC)c(OC)c1	-9.2	·	-6.8
Cc1cnc(C)c(N2CCN(C(=O)c3cn(C4CCCCC4)nn3)CC2)n1	·	19.0	-12.0
Cc1oc(-c2ccc(Cl)cc2)nc1CN1CCCN(c2ccccc2)CC1	-16.2	12.2	-3.9
Cc1cccc(NC(=O)CSc2nnc(CNC(=O)c3ccc(C(C)(C)C)cc3)n2-c2ccc([N+](=O)[O-])cc2)c1	·	-4.9	0.0
c1ccc(-c2noc(CSc3nc4ccccc4o3)n2)cc1	-3.6	15.4	-7.2
C=C(C)COc1cccc(C(=O)N2CCC[C@H]2CO)c1	-10.6	-2.0	-4.9
Cc1sc2nc(SCc3cc(=O)[nH][nH]3)n(Cc3ccco3)c(=O)c2c1C	1.9	-1.3	-0.4
CC1(C)CC(=O)C2=C(C1)OC(=N)C(C#N)C2c1c(F)cccc1Cl (configuration not stated)	0.8	-6.3	-0.5
CCCc1nc(N2CCN(Cc3cccs3)CC2)c2cnn(-c3ccccc3)c2n1	-0.6	-4.3	3.5
COc1ccc(CNC(=O)c2cn(C)c3c(=O)n(Cc4ccccc4)c(=O)[nH]c23)cc1	·	3.8	4.9
Cc1ccc2nc(SCC(=O)NC(C)C)nc(=O)n2c1	-9.3	9.0	-7.0
COc1ccccc1-c1csc2nc(CN(Cc3ccco3)CC(O)COC(C)C)[nH]c(=O)c12 (configuration not stated)	-5.0	13.9	-7.6
COc1cc(C(=O)N2CCN(c3ncccc3C(=O)NCCc3ccc(OC)c(OC)c3)CC2)cc(Cl)n1	-9.0	26.0	-0.6
CC(=O)N1CCN(c2ncccc2CNC(=O)NCCc2ccccc2)CC1	·	20.2	-10.4
Nc1cc(-c2cccc(C(F)(F)F)c2)nn1-c1ccc(C(=O)NCc2ccc3c(c2)OCO3)cc1	-4.0	-9.8	-5.7
O=S(=O)(c1ccc(Cl)cc1)c1ccccc1Cl	·	6.4	-14.7
CN(CCC(=O)Nc1ccc2c(c1)n(C)c(=O)n2C)c1ccccc1	·	1.0	-2.8
CCOC(=O)c1cc2n(n1)C(C(F)(F)F)CC(C)N2 (configuration not stated)	·	6.5	-7.6
Cc1ccc(F)cc1S(=O)(=O)N1CCN(C2c3ccccc3CCc3ccccc32)CC1	-6.8	3.5	-3.8
O=C1SC(=Cc2cccc([N+](=O)[O-])c2)C(=O)N1CCBr	·	19.4	-0.1
CCC(CC)C(Br)C(=O)NC(N)=O (configuration not stated)	·	0.8	-2.1
New compounds follow:
SMILES	mcGAS inh	NPYLR7 ag	hcGAS inh
CC1=C(C(=O)OCC(C)C)C(c2cccc(NC(=O)c3ccc(Cl)cc3)c2)NC(=S)N1C (configuration not stated)	-7.0	13.8	-4.6
CCOC(=O)Cn1c(=NC(=O)c2ccccc2[N+](=O)[O-])sc2c(C)cc(C)cc21	-6.9	1.9	-4.5
Cc1ccc(C)c(Cn2cnc3c(nnn3-c3cccc(Cl)c3)c2=O)c1	·	7.6	-2.4
Cc1ccc(C)c(OC2CCNCC2)c1	·	3.3	-2.6
CC(O)CN(CC(C)O)C(=O)c1ccc(Nc2cc(N3CCOCC3)nc(N)n2)cc1 (configuration not stated)	·	24.0	-5.4
O=S1(=O)CCC(NS(=O)(=O)c2ccc3ccccc3c2)C1 (configuration not stated)	·	3.1	-5.3
COc1ccc(NC(=O)c2ccncc2Cl)cc1NC(=O)c1ccccc1	-10.6	-0.9	-1.7
COc1cccc2c1OCCCN(Cc1ncccc1C(=O)O)C2	·	-5.2	-6.6
CCn1nccc1NC(=O)C1CC=CCC1 (configuration not stated)	·	4.0	-2.5
CC(C)c1ccc(/C=C2\Oc3c(ccc4c3CN(C3CCS(=O)(=O)C3)CO4)C2=O)cc1 (configuration not stated)	-6.9	43.5	-6.6
CCc1ccc[n+](-c2[nH]c(=O)sc2C=NNC(N)=O)c1	0.3	3.8	6.1
COCc1c(Br)c(C)nc(OCC(=O)N/N=C\c2cc(Br)c(Oc3ccc([N+](=O)[O-])cc3[N+](=O)[O-])c(OC)c2)c1C#N	-4.5	12.8	-6.2
CN(C)CC1CCN(C(=O)c2ccccc2-c2ccccc2C#N)CC1	·	-0.8	-1.1
Cc1ccnc(CC(C)N2CCC(n3nccc3NC(=O)Nc3ccccc3C)CC2)c1 (configuration not stated)	-9.1	0.8	-6.1
Cc1nc(SCc2ccc(C(=O)O)cc2)nc(N2CCOCC2)c1C	-5.2	10.2	-5.8
CCN(CC)C(CNS(=O)(=O)c1ccccc1)c1ccccc1Cl (configuration not stated)	·	0.6	-6.6
O=C(NC1CCC(NC(=O)[C@H]2CCCN2S(=O)(=O)c2ccc(Cl)c([N+](=O)[O-])c2)CC1)c1ccccc1 (some centres not stated)	-7.7	4.4	-5.7
COCCN(Cc1cnn(C)c1)C(=O)c1cn(-c2ccccc2)nn1	·	-1.5	-4.2
CCC(C)(C)c1ccc(OCCCCNC(=O)c2cc(-c3cccn3C)nn2-c2ccccc2Cl)c(C(C)(C)CC)c1	-5.8	·	-8.6
Cc1sc2ncn(NC(=S)NCCCN(C)C)c(=O)c2c1C	·	5.5	-12.3
COc1ccc(N2C(=O)CN(C(=O)Cn3cc4ccccc4n3)CC2(C)C)cc1	·	-3.0	-0.6
Cn1ncc(CN2CCN(c3ncnc4ccccc34)CC2)c1C1CC1	·	0.3	-2.6
Cc1ccc(-c2nc(C)c(C(C)C)c(N3CCN(S(=O)(=O)c4ccc(Cl)cc4)CC3)n2)cc1	-5.1	17.0	-10.4
CC(=O)C(C)n1c(CN(Cc2ccccc2)Cc2ccccc2)nc2c1c(=O)n(C)c(=O)n2C (configuration not stated)	·	-11.3	-7.2
O=C(Nc1cn[nH]c1)c1cc(Br)c[nH]1	-16.3	-3.2	-5.6
More structures follow:
SMILES	mcGAS inh	NPYLR7 ag	hcGAS inh
COCCNC(=O)N1CCN(c2nsc3ccccc23)CC1	-7.5	0.6	-15.7
COc1ccc(-c2nc(CN3CCN(c4ccc(C)cc4C)CC3)c(C)o2)cc1	-5.2	10.8&-4.8	-6.1&-3.1
Clc1cc2c(c(CSc3nnc(NCC4CCCO4)s3)c1)OCOC2 (configuration not stated)	·	2.9	-6.4
Cc1c(C(=O)N2CCN(C)C3(CCN(C)CC3)C2)sc2ccccc12	·	-3.2	-10.3
COCCOC(=O)N1CC[C@@H](c2ccc3ccccc3c2)[C@H](O)C1	·	2.3	-3.8
COCCN1CCCC[C@]2(C[C@H](C(=O)O)[C@H](c3ccccc3)N2C(=O)Cc2cccs2)C1=O	0.5	2.3	1.9
CCCCn1c(=O)[nH]c(=O)c2c1ncn2CCOC	-3.2	12.8	-2.4
COc1nc(-c2cccc(C(F)(F)F)c2)n(-c2cccc(NC(=O)c3ccc(C(F)(F)F)cc3)c2)n1	-6.5	5.6	-3.4
CCCn1cc(-c2ccnc(NC3CCOCC3)n2)c(C)n1	·	0.6	-6.3
CN1CC(O)C(O)C(O)C1CO (configuration not stated)	-3.1	-0.6	-2.1
Cc1cc(O)c(S(=O)(=O)c2cc(Cl)c(Cl)cc2Cl)c(=O)[nH]1	·	5.5	-0.4
CCCc1cn(CC2CCN(Cc3cc(C)nn3C)CC2)nn1	·	21.6	-4.6
CCn1c(O)c(C=NCC2CCCCC2)c(=O)n(CC)c1=S	-6.1	6.7	-5.0
O=C(CCCSc1nnc(-c2ccccc2Cl)n1-c1ccccc1)NCCc1ccc(Cl)cc1Cl	-5.4	-1.4	-2.1
COc1cccc(C(=O)NC(C(=O)N2CCCC2)C2CCN(C(=O)c3ccccc3F)CC2)c1 (configuration not stated)	-5.5	-2.9	-1.8
Cc1[nH]cnc1CN(C)Cc1ccccc1-n1cccn1	-10.7	3.9	-0.6
COc1ccc2c(c1)OC(C)(C)CC2NC(=O)CCc1cnccn1 (configuration not stated)	·	-6.0	-3.2
CCN(CCN1CCCC1)C(=O)c1cc(C)c(C)cc1C	·	2.5	-4.6
CC(=O)Nc1sc2c(c1C(c1ccc(Cl)cc1)N1CCOCC1)CCCC2 (configuration not stated)	·	-4.6	-1.6
Cc1cc(C(=O)NC(C)(C)C)n2nc(C(C)(C)C)cc2n1	-5.6	14.6	-2.7
CCC1CCCCN1C(=O)CCNC(=O)Cc1ccc(C(F)(F)F)cc1 (configuration not stated)	·	-1.4	-0.3
Cc1nn2c(-n3ccnc3C)cc(C(C)(C)C)nc2c1-c1ccc(Cl)cc1	-7.2	-0.1	-6.9
COc1ccccc1OCCN1C(=O)SC(=Cc2ccccc2)C1=O	-7.1	1.0	-4.2
O=C(c1ccc(CO)o1)N1CCc2c(ncnc2N2CCOCC2)C1	·	28.3	-4.5
C=CCN(Cc1csc(COc2ccc(OC)cc2)n1)C(=O)c1cccs1	1.0	-0.4	-1.2

Three of the compounds above, with two lines to a compound.
Below each compound: mcGAS inh | NPYLR7 ag | hcGAS inh
> Cc1c(C(=O)N2CCN(C)C3(CCN(C)CC3)C2)sc2ccccc12
  · | -3.2 | -10.3
> O=C(c1ccc(CO)o1)N1CCc2c(ncnc2N2CCOCC2)C1
  · | 28.3 | -4.5
> Cc1[nH]cnc1CN(C)Cc1ccccc1-n1cccn1
  -10.7 | 3.9 | -0.6

(more compounds)
SMILES	mcGAS inh	NPYLR7 ag	hcGAS inh
CCN(CC)c1onc(-c2ccc(F)cc2)c1CN(CCN(C)C)C(=O)Nc1cccc(Cl)c1	-7.2	8.2	-4.4
CC(NC(=O)NCc1ccc(C(F)(F)F)cc1)c1ccncc1 (configuration not stated)	·	7.4	-6.8
CC1(C)CC(=O)CC(C)(C)N1OC(=O)c1ccco1	-7.1	13.6	-5.2
Cc1c(C(=O)N(C)Cc2nc3ccccc3s2)oc2c1C(=O)CCC2	·	-5.7	2.6
Cc1nc2c(=O)n(CC(=O)Nc3ccc(F)cc3)nc(-c3ccc(Cl)cc3)c2s1	-5.7	3.4	7.5
COCCN(Cc1nccn1Cc1ccc(C(F)(F)F)cc1)S(=O)(=O)c1ccc(OC)cc1	-5.9	6.1	-3.3
COc1ccc(CCN(C)C(=O)c2cc(-c3ccccc3F)nn2-c2cccc(C)c2)cc1OC	-2.8	8.0	-3.4
CN1CC2(CCCN(C(=O)C3(c4ccc(Cl)cc4)CCC3)C2)OC1=O (configuration not stated)	-13.5	6.3	-4.7
O=C(CCCc1c[nH]c2ccccc12)NNC(=O)COc1cccc(Br)c1	·	3.2	-7.9
O=C(c1ccc2oc(Cc3ccccc3)nc2c1)N1CCCC1c1ccc(F)cc1 (configuration not stated)	-10.3	2.3	-7.3
CCCCCCCOc1ccc(C(=O)NC2C=CC(C(C(=O)OCC)c3cccc(OC)c3)C2)cc1 (configuration not stated)	-5.4	4.4	-6.5

Molecules from the list above that contain an aryl methoxy group, in the order listed:
SMILES	mcGAS inh	NPYLR7 ag	hcGAS inh
CCN1CCC[C@@H]1Cn1ccnc1-c1ccc(OC)c(OC)c1	-9.2	·	-6.8
COc1ccc(CNC(=O)c2cn(C)c3c(=O)n(Cc4ccccc4)c(=O)[nH]c23)cc1	·	3.8	4.9
COc1ccccc1-c1csc2nc(CN(Cc3ccco3)CC(O)COC(C)C)[nH]c(=O)c12 (configuration not stated)	-5.0	13.9	-7.6
COc1cc(C(=O)N2CCN(c3ncccc3C(=O)NCCc3ccc(OC)c(OC)c3)CC2)cc(Cl)n1	-9.0	26.0	-0.6
COc1ccc(NC(=O)c2ccncc2Cl)cc1NC(=O)c1ccccc1	-10.6	-0.9	-1.7
COc1cccc2c1OCCCN(Cc1ncccc1C(=O)O)C2	·	-5.2	-6.6
COCc1c(Br)c(C)nc(OCC(=O)N/N=C\c2cc(Br)c(Oc3ccc([N+](=O)[O-])cc3[N+](=O)[O-])c(OC)c2)c1C#N	-4.5	12.8	-6.2
COc1ccc(N2C(=O)CN(C(=O)Cn3cc4ccccc4n3)CC2(C)C)cc1	·	-3.0	-0.6
COc1ccc(-c2nc(CN3CCN(c4ccc(C)cc4C)CC3)c(C)o2)cc1	-5.2	10.8&-4.8	-6.1&-3.1
COc1nc(-c2cccc(C(F)(F)F)c2)n(-c2cccc(NC(=O)c3ccc(C(F)(F)F)cc3)c2)n1	-6.5	5.6	-3.4
COc1cccc(C(=O)NC(C(=O)N2CCCC2)C2CCN(C(=O)c3ccccc3F)CC2)c1 (configuration not stated)	-5.5	-2.9	-1.8
COc1ccc2c(c1)OC(C)(C)CC2NC(=O)CCc1cnccn1 (configuration not stated)	·	-6.0	-3.2
COc1ccccc1OCCN1C(=O)SC(=Cc2ccccc2)C1=O	-7.1	1.0	-4.2
C=CCN(Cc1csc(COc2ccc(OC)cc2)n1)C(=O)c1cccs1	1.0	-0.4	-1.2
COCCN(Cc1nccn1Cc1ccc(C(F)(F)F)cc1)S(=O)(=O)c1ccc(OC)cc1	-5.9	6.1	-3.3
COc1ccc(CCN(C)C(=O)c2cc(-c3ccccc3F)nn2-c2cccc(C)c2)cc1OC	-2.8	8.0	-3.4
CCCCCCCOc1ccc(C(=O)NC2C=CC(C(C(=O)OCC)c3cccc(OC)c3)C2)cc1 (configuration not stated)	-5.4	4.4	-6.5

Source: PubChem
